# LGR2 antag: Drosophila LGR2 receptor signaling inhibition; HEK293 LGR2, CRE-luciferase, bursicon-stimulated, 4 h; 0.35% of 380,000 active; inhibition, % at 9.99 µM;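 active means drop in luminescence signal, shown as inhibition above about 50% in the replicate tests, limit read from the data, passing the limit was not always enough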;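 further: agonist challenge used bursicon conditioned medium at about half maximal strength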
# EWS-Fli inh: blocks EWS/Fli oncoprotein-driven transcription; A673 NR0B1-luciferase reporter, viability-normalised; inhibition, % at 12.6 µM; 0.67% of 350,000 active; AID 651661;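 active means mean inhibition of at least 50% after viability correction, with every replicate also passing that limit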;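 further: firefly luciferase signal divided by Alamar Blue viability fluorescence both relative to DMSO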
# PAX8 reporter: lowers PAX8-driven luciferase in RMG-I cells. inhibition, % at 12.6 µM. 1.2% of 360,000 active. RMG-I TPO-luciferase reporter, SteadyGlo, 24 h;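 active means mean replicate inhibition at least 60% with every replicate also reaching 60%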;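 further: luciferase light reporting Pax8 driven TPO promoter activity; plate controls were median of neutral control wells for no effect and mitoxantrone controls for full effect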
# miR-122 sensor: miR-122 inhibition in Huh7 cells; Huh7 miR-122 Renilla luciferase sensor, 48 h; neutral wells = 0, positive control = 100; activation (reporter increase), % at 12.5 µM; 0.3% of 340,000 active; AID 602342;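 active means mean replicate activation score at least 90 and every replicate individually at or above 90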;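 further: higher luciferase means less miR-122 activity so hits act as miR-122 inhibitors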
# Cneo AK release: Cryptococcus neoformans lysis via adenylate kinase release | C. neoformans lysis, adenylate kinase release luminescence, 4 h; normalised: neutral wells 0, clomiphene wells 100 | lysis activity, % at 15 µM | 0.2% of 360,000 active | AID 651654;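 active means mean lysis activity across replicates of at least 80%, whatever share of replicates individually reach that level; inactive means mean lysis activity below 80%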
#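 Material – log-phase Cryptococcus neoformans yeast cells · Input – 5 × 10^6 yeast cells/mL · Medium – fresh YPD growth medium · Doses – single compound concentration per well · Timing – static 4 h at 37 °C with compound, 1 h detection · Detection – adenylate kinase release luminescence · Read-out – signal increase indicating cell lysis · Control set – Clomiphene as positive lysis control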
# PGC1a acetyl inh: lowers PGC1a acetylation signal in U2OS cells; 0.17% of 350,000 active; AlphaScreen anti-acetyl-lysine; with virally co-expressed GCN5 acetyltransferase; inhibition, % at 15.6 µM;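 active means every replicate shows inhibition of at least 40%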;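 further: 0% = neutral control wells and 100% = positive control wells; some results beyond the cut were filed as inactive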
# CASP6 VEID inh: caspase-6 (human) enzyme inhibition; P55212; purified caspase-6, Z-VEID-R110 cleavage fluorescence; inhibition, % at 12.5 µM; 0.53% of 350,000 active;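 active means mean inhibition across replicates at least about 35%, with every replicate also reaching that limit, limit read from the data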;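 further: 0% = median of neutral control wells and 100% = no fluorescence left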
# Target sequence (P55212 24-179 limits assumed): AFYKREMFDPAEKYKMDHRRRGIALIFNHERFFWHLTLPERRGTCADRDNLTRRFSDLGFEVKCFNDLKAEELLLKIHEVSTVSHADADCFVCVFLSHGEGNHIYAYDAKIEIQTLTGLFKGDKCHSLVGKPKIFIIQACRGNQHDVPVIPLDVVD
# Target sequence (P55212 194-293 limits assumed): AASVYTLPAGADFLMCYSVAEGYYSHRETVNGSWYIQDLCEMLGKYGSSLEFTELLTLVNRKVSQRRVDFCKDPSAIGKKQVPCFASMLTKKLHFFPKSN
# FN deposition inh: fibronectin deposition inhibition; AH1F fibroblasts, Alexa488-fibronectin deposition fluorescence, overnight; 0.086% of 350,000 active; inhibition, % at 12.6 µM; AID 743247;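 active means mean inhibition across replicates of 30% or more, regardless of how many single replicates reach that level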;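 further: positive control wells lacked labelled fibronectin entirely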
#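 Material: AH1F fibroblasts assembling fluorescent fibronectin matrix; amount: 10000 AH1F cells/well; medium: DMEM, 2% serum; reagent: Alexa488-fibronectin, 24 nM final in well; dosing: single compound dose, delivered by pin transfer; incubation: 1 h adhesion, overnight exposure; detection: fluorescence after three HBSS washes, excitation 485 nm, emission 525 nm; measure: fibronectin deposition inhibition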
# Active calls of the source: *; x = not tested or not shown; [ ] = dose if it differs, or a comment.
SMILES,LGR2 antag,EWS-Fli inh,PAX8 reporter,miR-122 sensor,Cneo AK release,PGC1a acetyl inh,CASP6 VEID inh,FN deposition inh
CCNc1ncnc2[nH]ncc12,-8,-2,-8,-6,7,-20,1,3
O=C(Cc1cccnc1)N[C@H]1CC[C@@H](CCn2cc(-c3ccccc3F)nn2)O[C@@H]1CO,7,6,2,x,60,-3,0,x
C[C@H](CO)N1C[C@H](C)[C@@H](CN(C)Cc2ccccc2)Oc2ccc(NC(=O)C3CC3)cc2CC1=O,-10,-2,-1,-2[16.7 µM],-4,x,-1,x
CC(C)CCNC(=O)NC(=O)COC(=O)c1cc(S(=O)(=O)N2CCOCC2)ccc1N1CCCCC1,x,x,13,-2,1,-45,x,0
C[C@@H]1CN([C@@H](C)CO)S(=O)(=O)c2ccc(-c3cccc(C#N)c3)cc2O[C@H]1CN(C)C,5,-14,-17,15[16.7 µM],-2,2,-1,6
Cc1ccccc1-c1cnc2c(c1)C(=O)N([C@@H](C)CO)C[C@@H](C)[C@H](CN(C)C(=O)CN(C)C)O2,-9,-9,x,6[16.7 µM],-1,-11,-3,3
O=C1CC(c2ccco2)CC(O)=C1C=Nc1ccccc1-c1ccccc1 (configuration not stated),-2,15,-9,1,2,-2,-4,0
CCc1cccc(NC(=O)c2sc3nc4n(c(=O)c3c2C)CCC4)c1,-63,-143,-68,x,-7,x,x,-8
CC(=O)Nc1c([N+](=O)[O-])cc2[nH]c(=O)[nH]c2c1[N+](=O)[O-],21,-3,0,x,x,-9,4,x
CC(C)(C)c1ccc(C(=O)NCC(=O)OCC(=O)Nc2nc(-c3ccc(F)cc3)cs2)cc1,-27,-41,-70,x,x,-9,-8,x
Cc1ccccc1OCC(=O)OCC(=O)NCc1ccccc1,16,6,-14,-2,1,21,-1,-20
COCC(=O)N1CC(=O)N2[C@@H](CO)[C@H](c3ccc(C#CC4CCCC4)cc3)[C@@H]2C1,1,-7,x,x,x,-4,0,-3
O=C(Cn1cc(COc2c(F)c(F)cc(F)c2F)nn1)c1ccc(O)cc1,2,3,-6,0,-4,x,4,-3
COc1ccccc1CO/N=C/NC(=O)c1c(OC)ccnc1Oc1ccc(F)cc1,-2,x,x,5,0,1,1,x
COc1ccc(CNC(=O)C2C3C=CC4(CN(Cc5cccnc5)C(=O)C24)O3)cc1 (configuration not stated),x,x,14,-6,0,5,x,4
C=CCn1c(NCc2ccco2)nc2ccccc21,-12,1,-6,-3,4,-11,-4,-6
CC1CCCCC1NC(=O)COc1ccccc1C#N (configuration not stated),-19,-31,9,x,0,x,-1,8
O=C(COc1ccc2c(c1)OCO2)Nc1nccs1,61*,14,-73,-3,-3,x,-2,-9
O=C(Nc1cnc2ccccc2c1)c1cccc(-n2cnnn2)c1,x,x,-92,22,0,-14,x,-3
COc1ccc(S(=O)(=O)N(C)C[C@H]2OCCCC[C@H](C)Oc3ccc(NC(=O)Nc4c(C)noc4C)cc3C(=O)N([C@H](C)CO)C[C@@H]2C)cc1,4,-8,-4,-2[16.7 µM],2,-3,-1,2

# Part of the list above, reformatted:
molecule | LGR2 antag | EWS-Fli inh | PAX8 reporter | miR-122 sensor | Cneo AK release | PGC1a acetyl inh | CASP6 VEID inh | FN deposition inh
COc1ccccc1CO/N=C/NC(=O)c1c(OC)ccnc1Oc1ccc(F)cc1 | -2 | x | x | 5 | 0 | 1 | 1 | x
COc1ccc(CNC(=O)C2C3C=CC4(CN(Cc5cccnc5)C(=O)C24)O3)cc1 (configuration not stated) | x | x | 14 | -6 | 0 | 5 | x | 4
C=CCn1c(NCc2ccco2)nc2ccccc21 | -12 | 1 | -6 | -3 | 4 | -11 | -4 | -6
CC1CCCCC1NC(=O)COc1ccccc1C#N (configuration not stated) | -19 | -31 | 9 | x | 0 | x | -1 | 8
O=C(COc1ccc2c(c1)OCO2)Nc1nccs1 | 61* | 14 | -73 | -3 | -3 | x | -2 | -9
O=C(Nc1cnc2ccccc2c1)c1cccc(-n2cnnn2)c1 | x | x | -92 | 22 | 0 | -14 | x | -3

# (more compounds)
SMILES,LGR2 antag,EWS-Fli inh,PAX8 reporter,miR-122 sensor,Cneo AK release,PGC1a acetyl inh,CASP6 VEID inh,FN deposition inh
Fc1cccc(Cc2c(C3CCCCC3)nc3ccc(Br)cn23)c1,-17,-1,-12,8,14,-5,-1,-8
COc1ccc(/C=C(/NC(=O)c2ccco2)C(=O)N2CCCC2=O)cc1,19,8,9,x,x,x,0,x
C[C@H](CO)N1C[C@H](C)[C@H](CN(C)C(=O)c2ccccc2)OCCCC[C@H](C)Oc2ccc(NS(=O)(=O)c3ccc(Cl)cc3)cc2C1=O,7,0,16,-1[16.7 µM],-2,4,0,-6
COc1ccccc1N1CCN(S(=O)(=O)CCNC(=O)C(C)Oc2ccccc2)CC1 (configuration not stated),1,-12,-1,0,0,-47,2,-4
COc1ccc(CN(C)C[C@H]2OCCCC[C@@H](C)Oc3ccc(NC(=O)Cc4ccccc4)cc3C(=O)N([C@H](C)CO)C[C@H]2C)cc1,-5,-3,3,0[16.7 µM],1,3,x,x
CC(Sc1ccccn1)C(=O)Nc1ccc2c(c1)OCCO2 (configuration not stated),39,-49,-15,x,-1,x,2,5
O=C(C[C@@H]1CC[C@H]2[C@@H](COC[C@H](O)CN2C(=O)Nc2ccc(Cl)cc2)O1)NCC1CCCCC1,-22,2,-2,-4[16.7 µM],-4,7,x,-10
CC(=O)N1CCc2cc(S(=O)(=O)NCCCOC(C)C)ccc21,x,x,8,-5,3,8,x,2
C[C@@H]1CN([C@H](C)CO)C(=O)c2cccc(NS(=O)(=O)c3cn(C)cn3)c2O[C@@H]1CN(C)S(C)(=O)=O,24,-10,x,-4[16.7 µM],5,4,-1,x
CSc1nc2c(c(=O)n1-c1ccc(F)cc1)SCC2,2,x,x,0,-1,-11,0,-7
O=C(N/N=C1\CCCc2ccccc21)c1ccc([N+](=O)[O-])cc1,x,x,-45,-17,-4,4,x,3
CCn1c2ccccc2c2cc(NC(=O)COC(=O)c3ccc(O)cc3)ccc21,-16,4,9,x,-1,x,7,0
CCC(CC)C(=O)Nc1ccccc1NC(C)=O,x,x,x,-4,-2,5,x,11
O=C(Nc1ccc(Nc2cccnc2)cc1)c1c[nH]c2ccccc12,-5,0,24,x,x,x,-31,-12
Cc1ccc(Nc2nc(NCCO)nc3c2cnn3C)cc1Cl,-7,-12,11,x,2,x,-1,x
C[C@@H]1CN([C@H](C)CO)C(=O)c2cc(C#CC(C)(C)O)cnc2O[C@H]1CN(C)C(=O)C1CCC1,-7,0,x,2[16.7 µM],0,2,2,x
Cc1ccc(S(=O)(=O)N2CCOCC2)cc1NC(=O)COC(=O)COc1cccc2c1OC(C)(C)C2,-3,-3,-1,1,x,1,0,-1
Cc1cc(C(=O)N2CCCC(Nc3ccc(C)c(C)c3)C2)nc(C)n1 (configuration not stated),-3,-2,-34,-4,-1,-3,-1,-4
Cc1ccc(S(=O)(=O)N[C@H]2C=C[C@@H](CC(=O)NCCCN(C)C)O[C@H]2CO)cc1,-11,-2,-3,x,-3,-1,-3,-1
COc1cc2ccccc2cc1C(=O)Nc1ccc(NC(=O)c2cccs2)cc1,6,15,40,-3,0,-45,-2,4
C[C@@H]1CN([C@@H](C)CO)C(=O)CCCn2cc(nn2)CO[C@H]1CN(C)C,11,-3,14,6[16.7 µM],x,7,x,-5
Cc1ccc(N(CC(=O)NCC2CCCO2)C(=O)CCC(=O)Nc2nccs2)cc1C (configuration not stated),-4,-1,-4,-2,-1,-9,-3,1
C[C@@H]1CN([C@H](C)CO)C(=O)c2cc(NS(=O)(=O)c3cccs3)ccc2O[C@@H]1CN(C)S(=O)(=O)c1ccc(Cl)cc1,26,18,x,27[16.7 µM],0,-3,1,13
Cc1ccc(S(=O)(=O)NCC(=O)N2CCN(c3ccccn3)CC2)cc1,3,x,x,8,2,-11,x,2
O=C(NC1CCCCC1)c1[nH]c(C(F)(F)F)nc1-c1ccccc1,6,12,4,1,1,10,3,0
Cc1ccccc1CSc1nc2c(c(=O)[nH]1)CCC2,-17,5,x,0,-2,13,2,x
C[C@H](CO)N1C[C@H](C)[C@H](CN(C)CC2CCCCC2)Oc2c(NC(=O)c3ccncc3)cccc2C1=O,-15,17,-3,84[16.7 µM],-3,x,-3,-4
Cc1ccc2c(C)nc(SC(C(=O)c3ccccc3)c3ccccc3)nc2c1 (configuration not stated),-7,x,2,x,x,6,x,8
C[C@@H]1[C@H]2[C@@H]3CC[C@@H](C3)[C@H]2CN[C@H]1c1cn(Cc2ccccc2)c2ccccc12,x,12,15,x,0,x,3,-3
CN1CCN(C(=O)c2cc3cc(F)ccc3[nH]2)CC1,-7,-12,-26,x,0,x,2,3
COc1ccc(CN(C)C[C@H]2Oc3ccc(NS(=O)(=O)c4ccc(OC)cc4)cc3CC(=O)N([C@H](C)CO)C[C@@H]2C)cc1,8,x,8,x,x,-3,1,x
CC(C)NC(=O)N(C)C[C@@H]1Oc2ccc(N(C)C)cc2CC(=O)N([C@@H](C)CO)C[C@@H]1C,-13,x,-13,-2[16.7 µM],-1,1,1,x
O=C(N1CCOCC1)C1(S(=O)(=O)c2ccccc2)CC=CC1,-3,11,-8,x,0,x,0,-12
NC1=NC(=O)C(=Cc2ccccc2)S1,-9,-1,-15,x,x,x,1,8
CNC[C@@H]1Oc2c(NS(=O)(=O)c3cccs3)cccc2C(=O)N([C@@H](C)CO)C[C@@H]1C,1,-10,x,2[16.7 µM],1,3,0,-7
N/C(=N\OC(=O)COc1ccc(Cl)cc1)c1cccnc1,-41,-51,31,-6,2,0,1,7
CCCCc1ccc(S(=O)(=O)NCCCN2CCCC2=O)cc1,-5,15,11,21,2,8,-1,-3
O=C(N[C@H]1CC[C@@H](CC(=O)N2CCN(c3ccccc3)CC2)O[C@H]1CO)c1ccccc1,-6,-3,22,-1[16.7 µM],44,2,-2,x
CC(C)(C)NC(=O)C(c1ccc(-c2ccccc2)cc1)n1c(=O)c(-c2ccccc2)nc2ccccc21 (configuration not stated),1,-35,1,x,x,x,0,-12
O=C(c1ccccc1)N1CCN(c2ncnc3c(-c4ccccc4)nsc23)CC1,-66,-81,-71,x,x,x,-1,4

# Part of the list above with just miR-122 sensor and LGR2 antag:
Structure,miR-122 sensor,LGR2 antag
N/C(=N\OC(=O)COc1ccc(Cl)cc1)c1cccnc1,-6,-41
O=C(c1ccccc1)N1CCN(c2ncnc3c(-c4ccccc4)nsc23)CC1,x,-66

# Following part
SMILES,LGR2 antag,EWS-Fli inh,PAX8 reporter,miR-122 sensor,Cneo AK release,PGC1a acetyl inh,CASP6 VEID inh,FN deposition inh
Cn1c(Cc2ccccc2)[n+](C)c2ccccc21,-4,7,2,x,x,x,1,3
CCOc1ccc(N2C(=O)CC(SC(=NC)Nc3ccc(F)cc3)C2=O)cc1 (configuration not stated),x,x,x,2,-1,-4,x,-13
CCCN(C)C[C@@H]1Oc2cc(-c3ccccc3OC)ccc2S(=O)(=O)N([C@H](C)CO)C[C@@H]1C,-10,1,x,-8[16.7 µM],1,-21,-2,6
COc1ccc(C)cc1NC(=O)CNC(=O)c1sc2ccccc2c1Cl,-12,6,10,4,0,-7,0,3

# From PubChem
